Bioassay records deposited in PubChem by NMMLSC.
GRK2 aptamer HTS – inhibitors of human GRK2 displacing RNA aptamer | P25098 | bead flow cytometry, FAM-aptamer displacement from GRK2 | inhibition of aptamer binding, % at 10 µM | hit rate 0.59% among 330,000 | AID 488847;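 active = inhibition of aptamer binding above 40%, roughly 3 SD of noise, on plates passing a quality check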;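 also: median bead fluorescence of bound FAM aptamer so fluorescent compounds give negative values; no value below 0 was filed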
CIT2 TOR yeast – alters CIT2-GFP fluorescence in TOR pathway yeast screen. S. cerevisiae CIT2-GFP strain, flow cytometry, 3 h; 100 means same as DMSO wells. GFP response vs DMSO, % at 10 µM. hit rate 0.065% among 320,000. AID 2029;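 active = GFP response relative to DMSO above a set limit, near the screen mean plus 3 SD, cut at about 150% in these data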;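 also: ratio of well median GFP fluorescence to mean of DMSO wells on the plate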
LAP4-GFP MLPCN – yeast TOR pathway LAP4-GFP modulation. S. cerevisiae LAP4-GFP multiplex, flow cytometry GFP, 3 h; median GFP as percent of DMSO wells. GFP response vs DMSO, % at 10 µM. hit rate 0.34% among 320,000. AID 2023;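 active = GFP response vs DMSO above a set limit, about the screen mean plus 3 SD, cut at about 150% in these data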
VLA-4 inh – inhibition in a human VLA-4 binding assay; P13612; VLA-4 expressing cells, ligand binding flow cytometry; inhibition, % (about 7 µM as worked out from the volumes in the protocol); hit rate 0.2% among 330,000; AID 2557; in the data active = inhibition above about 50%
Target sequence (P13612 whole entry, looked up): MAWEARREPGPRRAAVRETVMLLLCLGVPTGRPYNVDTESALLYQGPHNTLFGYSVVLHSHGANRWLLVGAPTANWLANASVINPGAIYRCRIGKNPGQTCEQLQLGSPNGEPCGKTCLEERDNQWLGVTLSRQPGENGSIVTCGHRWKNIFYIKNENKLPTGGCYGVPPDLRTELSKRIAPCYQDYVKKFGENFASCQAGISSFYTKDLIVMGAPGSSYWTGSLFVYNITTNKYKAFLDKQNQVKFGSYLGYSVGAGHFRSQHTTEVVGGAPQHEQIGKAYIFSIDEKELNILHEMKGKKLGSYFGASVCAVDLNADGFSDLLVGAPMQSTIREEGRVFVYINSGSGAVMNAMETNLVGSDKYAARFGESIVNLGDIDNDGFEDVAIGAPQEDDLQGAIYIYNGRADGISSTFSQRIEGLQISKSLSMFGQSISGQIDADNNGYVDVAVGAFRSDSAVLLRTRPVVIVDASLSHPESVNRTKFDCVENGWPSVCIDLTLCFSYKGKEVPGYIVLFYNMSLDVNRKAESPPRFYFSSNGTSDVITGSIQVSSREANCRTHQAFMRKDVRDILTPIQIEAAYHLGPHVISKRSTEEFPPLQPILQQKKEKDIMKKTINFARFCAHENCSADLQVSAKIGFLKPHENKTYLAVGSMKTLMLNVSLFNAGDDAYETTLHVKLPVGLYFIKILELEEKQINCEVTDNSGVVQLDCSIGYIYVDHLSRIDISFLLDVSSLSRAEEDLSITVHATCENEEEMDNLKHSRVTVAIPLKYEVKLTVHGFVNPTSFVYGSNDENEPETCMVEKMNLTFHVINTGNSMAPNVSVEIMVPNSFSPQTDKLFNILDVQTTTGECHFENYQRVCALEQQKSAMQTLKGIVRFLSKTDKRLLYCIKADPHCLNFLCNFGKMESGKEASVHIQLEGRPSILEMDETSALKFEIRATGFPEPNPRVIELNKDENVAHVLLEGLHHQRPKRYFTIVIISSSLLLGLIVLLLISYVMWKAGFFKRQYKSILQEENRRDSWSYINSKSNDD
RPL19A-GFP yeast – alters RPL19A-GFP fluorescence in TOR pathway yeast screen; percent response vs DMSO, % at 10 µM; S. cerevisiae RPL19A-GFP strain, flow cytometry, 3 h; active compounds read low; hit rate 0.3% among 330,000;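 active = percent response vs DMSO below 50%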;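 also: median channel GFP fluorescence of the barcoded RPL19A-GFP strain; ratio of sample median GFP to plate DMSO average so 100% = DMSO; lower means less RPL19A-GFP as with rapamycin TOR inhibition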
MEP2 TOR yeast – alters MEP2-GFP fluorescence in TOR pathway yeast screen; GFP response vs DMSO, % at 10 µM; AID 2016; hit rate 0.51% among 330,000; S. cerevisiae MEP2-GFP strain, flow cytometry GFP, 3 h; 100% = DMSO control level;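 active = GFP response versus DMSO above a set limit, roughly screen mean plus 3 SD, cut at about 180% in these data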;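 also: median GFP fluorescence of the barcode-gated MEP2-GFP cells per well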
AGP1 TOR yeast – alters AGP1-GFP fluorescence in TOR pathway yeast screen; GFP response vs DMSO, % at 10 µM; AID 2066; hit rate 0.02% among 320,000; S. cerevisiae AGP1-GFP multiplex flow cytometry, 3 h; GFP as percent of DMSO wells;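 active = GFP response relative to DMSO above a set limit, near screen average plus 3 SD, cut at about 150% in these data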;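 also: median GFP channel fluorescence of the gated AGP1 strain per well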
Yeast superoxide – lowers age-related superoxide in aged yeast cells; AID 2690; S. cerevisiae aged cells, superoxide DHE fluorescence; active compounds read low; superoxide response (% of plate mean), % at 10 µM; hit rate 0.18% among 330,000;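 active = superoxide response under a set limit, about three screen SD below normal, cut at about 65% in these data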;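 also: yeast aged for seven days with compound at 30 °C before DHE staining; 100% = average MFI of all compound-treated wells on the plate with controls excluded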
Active calls of the source: *. Outcome played no part in choosing rows; about 1.7% have a hit in one of these screens.

Screening O=C(O)CC(NC(=O)c1ccncc1)c1ccccc1 (stereo not drawn) returned GRK2 aptamer HTS 5, CIT2 TOR yeast 95, LAP4-GFP MLPCN 100, VLA-4 inh 0, RPL19A-GFP yeast 96, MEP2 TOR yeast 102, AGP1 TOR yeast 103 and Yeast superoxide 100.
CCc1ccc(C(=O)OCC(=O)N(CCOC)c2c(N)n(Cc3ccccc3)c(=O)[nH]c2=O)cc1 was read as GRK2 aptamer HTS 2, CIT2 TOR yeast 103, LAP4-GFP MLPCN 114, VLA-4 inh 1, RPL19A-GFP yeast 101, MEP2 TOR yeast 104, AGP1 TOR yeast 115 and Yeast superoxide 99.
For N#CCCn1cc(/C=N/O)c(-c2ccc(-c3ccccc3)cc2)n1 the results were GRK2 aptamer HTS 0, CIT2 TOR yeast 103, LAP4-GFP MLPCN 113, VLA-4 inh 6, RPL19A-GFP yeast 104, MEP2 TOR yeast 99, AGP1 TOR yeast 100 and Yeast superoxide 98.
Cc1nc(N)sc1C(=O)OCC(C)C was read as GRK2 aptamer HTS 1, CIT2 TOR yeast 100, LAP4-GFP MLPCN 107, VLA-4 inh 9, RPL19A-GFP yeast 100, MEP2 TOR yeast 109, AGP1 TOR yeast 104 and Yeast superoxide 96.
Screening CC(/C=C/c1ccco1)=N/NC(=O)C1COc2ccccc2O1 (stereo not drawn) returned GRK2 aptamer HTS 0, CIT2 TOR yeast 110, LAP4-GFP MLPCN 120, VLA-4 inh 4, RPL19A-GFP yeast 102, MEP2 TOR yeast 106, AGP1 TOR yeast 113 and Yeast superoxide 98.
For COc1cc(/C=C/C(=O)OCC(=O)Nc2cc(C)c(C)cc2[N+](=O)[O-])ccc1O the results were GRK2 aptamer HTS 2, CIT2 TOR yeast 97, LAP4-GFP MLPCN 95, VLA-4 inh -1, RPL19A-GFP yeast 97, MEP2 TOR yeast 99, AGP1 TOR yeast 103 and Yeast superoxide 110.
`O=C(Nc1sc2c(c1C(=O)NCc1ccco1)CCCC2)c1ccc2c(c1)OCO2` gave GRK2 aptamer HTS 1, CIT2 TOR yeast 104, LAP4-GFP MLPCN 104, VLA-4 inh -2, RPL19A-GFP yeast 100, MEP2 TOR yeast 108, AGP1 TOR yeast 104 and Yeast superoxide 92.
Screening COc1ccc(C(C)=O)cc1COC(=O)Cc1n[nH]c(=O)c2ccccc12 returned GRK2 aptamer HTS 0, LAP4-GFP MLPCN 108, VLA-4 inh 8, RPL19A-GFP yeast 108, MEP2 TOR yeast 108, AGP1 TOR yeast 109 and Yeast superoxide inactive.
For CCOCCOC(=O)COC(=O)c1ccccc1NC(=O)c1ccccc1 the results were GRK2 aptamer HTS 0, CIT2 TOR yeast 97, LAP4-GFP MLPCN 94, VLA-4 inh 0, RPL19A-GFP yeast 97, MEP2 TOR yeast 99, AGP1 TOR yeast 92 and Yeast superoxide 90.
Screening CCC(C)(C)NC(=O)C(c1ccc(C)cc1)N(CC1CCCO1)C(=O)CNC(=O)c1cccs1 (stereo not drawn) returned GRK2 aptamer HTS 1, CIT2 TOR yeast 96, LAP4-GFP MLPCN 90, VLA-4 inh 9, RPL19A-GFP yeast 97, MEP2 TOR yeast 105, AGP1 TOR yeast 99 and Yeast superoxide 103.
Screening COc1ccc(N2CCN(C(=O)c3ccc(C)c(NC(=O)C4=C(C)OCCS4)c3)CC2)cc1 returned GRK2 aptamer HTS 0, CIT2 TOR yeast 105, LAP4-GFP MLPCN 103, VLA-4 inh 11, RPL19A-GFP yeast 102, MEP2 TOR yeast 110, AGP1 TOR yeast 103 and Yeast superoxide 68.
Screening CC(C(=O)NC1CCCCC1)N(Cc1ccccc1)C(=O)c1snc(C(N)=O)c1N (stereo not drawn) returned GRK2 aptamer HTS 0, CIT2 TOR yeast 108, LAP4-GFP MLPCN 93, VLA-4 inh 1, RPL19A-GFP yeast 102, MEP2 TOR yeast 104, AGP1 TOR yeast 104 and Yeast superoxide 98.
For O=C(CN(C(=O)CNC(=O)c1ccco1)c1ccc(F)cc1)NC1CCCCC1 the results were GRK2 aptamer HTS 0, CIT2 TOR yeast 100, LAP4-GFP MLPCN 90, VLA-4 inh 3, RPL19A-GFP yeast 95, MEP2 TOR yeast 107, AGP1 TOR yeast 95 and Yeast superoxide 99.
Screening Nc1nonc1C(=O)N1CCCCC1 returned GRK2 aptamer HTS 1, CIT2 TOR yeast 96, LAP4-GFP MLPCN 99, VLA-4 inh -8, RPL19A-GFP yeast 88, MEP2 TOR yeast 87, AGP1 TOR yeast 96 and Yeast superoxide 98.
For O=C(NCC1CCCO1)C1CCCN1C(=O)Nc1ccccc1[N+](=O)[O-] (stereo not drawn) the results were GRK2 aptamer HTS 1, CIT2 TOR yeast 111, LAP4-GFP MLPCN 95, VLA-4 inh 0, RPL19A-GFP yeast 103, MEP2 TOR yeast 106, AGP1 TOR yeast 104 and Yeast superoxide 99.
For Cc1ccc(S(=O)(=O)N2CCOCC2)cc1C(=O)Nc1ccc2c(c1)OCCO2 the results were GRK2 aptamer HTS 1, CIT2 TOR yeast 107, LAP4-GFP MLPCN 90, VLA-4 inh 6, RPL19A-GFP yeast 104, MEP2 TOR yeast 103, AGP1 TOR yeast 101 and Yeast superoxide 94.
Screening C/C=C/c1cc(CN2CCN(c3ccc(OC)cc3)CC2)c(O)c(OC)c1 returned GRK2 aptamer HTS 0, CIT2 TOR yeast 95, LAP4-GFP MLPCN 106, VLA-4 inh -6, RPL19A-GFP yeast 100, MEP2 TOR yeast 94, AGP1 TOR yeast 109 and Yeast superoxide 96.
Screening CCc1nc2ccccc2c(=O)n1NC(=O)c1c(O)c2ccccc2n(CC)c1=O returned GRK2 aptamer HTS 2, CIT2 TOR yeast 103, LAP4-GFP MLPCN 87, VLA-4 inh 3, RPL19A-GFP yeast 54, MEP2 TOR yeast 124, AGP1 TOR yeast 40 and Yeast superoxide 102.
For COc1ccc(Cl)cc1NC(=O)CN(C)C(=O)c1cn(-c2ccccc2)nc1-c1cccnc1 the results were GRK2 aptamer HTS 1, CIT2 TOR yeast 100, LAP4-GFP MLPCN 116, VLA-4 inh 8, RPL19A-GFP yeast 102, MEP2 TOR yeast 101, AGP1 TOR yeast 113 and Yeast superoxide 98.
CCN1CCN(CCCNC(=O)CCC(=O)N2CCOc3ccc(Cl)cc32)CC1 was read as GRK2 aptamer HTS 0, CIT2 TOR yeast 93, LAP4-GFP MLPCN 108, VLA-4 inh 13, RPL19A-GFP yeast 97, MEP2 TOR yeast 100, AGP1 TOR yeast 100 and Yeast superoxide 93.
Screening Cc1nc(NC(=O)Nc2ccc(Cl)cc2)sc1C returned GRK2 aptamer HTS 0, CIT2 TOR yeast 100, LAP4-GFP MLPCN 100, VLA-4 inh 2, RPL19A-GFP yeast 93, MEP2 TOR yeast 98, AGP1 TOR yeast 94 and Yeast superoxide 115.
Cc1ccc(C)c(S(=O)(=O)N2CCCC2CNC(=O)C(=O)NCC2CCCO2)c1 (stereo not drawn) was read as GRK2 aptamer HTS 0, CIT2 TOR yeast 89, LAP4-GFP MLPCN 104, VLA-4 inh 1, RPL19A-GFP yeast 96, MEP2 TOR yeast 102, AGP1 TOR yeast 111 and Yeast superoxide 97.
For CCCC[C@@H](CNC)NC[C@H](NCCCCC1CCCCC1)C(C)C the results were GRK2 aptamer HTS 0, CIT2 TOR yeast 97, LAP4-GFP MLPCN 123, VLA-4 inh 3, RPL19A-GFP yeast 111, MEP2 TOR yeast 100, AGP1 TOR yeast 102 and Yeast superoxide 99.
`COc1ccc(N2CCN(S(=O)(=O)CCNC(=O)C34CC5CC(CC(C5)C3)C4)CC2)cc1` gave GRK2 aptamer HTS 1, CIT2 TOR yeast 96, LAP4-GFP MLPCN 91, VLA-4 inh -1, RPL19A-GFP yeast 95, MEP2 TOR yeast 99, AGP1 TOR yeast 91 and Yeast superoxide 92.
`CCN(CC(=O)Nc1ccccc1OC)C(=O)Cn1cnc2ccccc2c1=O` gave GRK2 aptamer HTS 0, CIT2 TOR yeast 99, LAP4-GFP MLPCN 97, VLA-4 inh 4, RPL19A-GFP yeast 100, MEP2 TOR yeast 103, AGP1 TOR yeast 102 and Yeast superoxide 97.
`Cc1ccc(C(=O)N/N=C/c2ccc(-c3cccc(Cl)c3)o2)cn1` gave GRK2 aptamer HTS 2, CIT2 TOR yeast 85, LAP4-GFP MLPCN 115, VLA-4 inh 5, RPL19A-GFP yeast 98, MEP2 TOR yeast 103, AGP1 TOR yeast 99 and Yeast superoxide 105.
CCN(C(=O)COc1cccc2cccnc12)C1CCS(=O)(=O)C1 (stereo not drawn) was read as GRK2 aptamer HTS 0, CIT2 TOR yeast 93, LAP4-GFP MLPCN 90, VLA-4 inh -1, RPL19A-GFP yeast 93, MEP2 TOR yeast 99, AGP1 TOR yeast 92 and Yeast superoxide 105.
Nc1c(N(Cc2ccccc2)C(=O)COc2ccc(F)cc2)c(=O)[nH]c(=O)n1Cc1ccccc1 was read as GRK2 aptamer HTS 1, CIT2 TOR yeast 95, LAP4-GFP MLPCN 94, VLA-4 inh 9, RPL19A-GFP yeast 97, MEP2 TOR yeast 95, AGP1 TOR yeast 99 and Yeast superoxide 99.
Screening O=C(N/N=C/c1cc([N+](=O)[O-])ccc1Cl)c1ccc2nc[nH]c2c1 returned GRK2 aptamer HTS 3, CIT2 TOR yeast 98, LAP4-GFP MLPCN 97, VLA-4 inh 2, RPL19A-GFP yeast 102, MEP2 TOR yeast 99, AGP1 TOR yeast 95 and Yeast superoxide 89.
Screening C[N+]1(C)CCC(OC(=O)C(O)(c2ccccc2)C2CCCC2)C1 (stereo not drawn) returned GRK2 aptamer HTS 0, CIT2 TOR yeast 71, LAP4-GFP MLPCN 93, VLA-4 inh 14, RPL19A-GFP yeast 90, MEP2 TOR yeast 90, AGP1 TOR yeast 70 and Yeast superoxide 102.
`O=C1CCCC2=C1C(c1ccncc1)c1c(nc(SCc3ccccc3)[nH]c1=O)N2` (stereo not drawn) gave GRK2 aptamer HTS 8, CIT2 TOR yeast 102, LAP4-GFP MLPCN 77, VLA-4 inh 8, RPL19A-GFP yeast 89, MEP2 TOR yeast 92, AGP1 TOR yeast 94 and Yeast superoxide 95.
For CC(=O)Nc1ccc(NS(=O)(=O)Cc2ccccc2)cc1 the results were GRK2 aptamer HTS 4, CIT2 TOR yeast 106, LAP4-GFP MLPCN 98, VLA-4 inh -7, RPL19A-GFP yeast 106, MEP2 TOR yeast 108, AGP1 TOR yeast 112 and Yeast superoxide 110.
Screening CCc1ccc(NC(=O)C2CC(=O)N=C(N)S2)cc1 (stereo not drawn) returned GRK2 aptamer HTS 0, CIT2 TOR yeast 95, LAP4-GFP MLPCN 108, VLA-4 inh 0, RPL19A-GFP yeast 96, MEP2 TOR yeast 93, AGP1 TOR yeast 100 and Yeast superoxide 105.
`CCOC(=O)C1=C(O)CSC1=Nc1ccc(C)cc1` gave GRK2 aptamer HTS 0, CIT2 TOR yeast 98, LAP4-GFP MLPCN 100, VLA-4 inh -8, RPL19A-GFP yeast 102, MEP2 TOR yeast 102, AGP1 TOR yeast 94 and Yeast superoxide 97.
For CCN(CC)CCNC(=O)CCc1nnc2ccc(N3CCC(C)CC3)nn12 the results were GRK2 aptamer HTS 8, CIT2 TOR yeast 115, LAP4-GFP MLPCN 100, VLA-4 inh 10, RPL19A-GFP yeast 105, MEP2 TOR yeast 114, AGP1 TOR yeast 99 and Yeast superoxide 102.
`Cc1ccc(NC(=O)C2CCN(S(=O)(=O)c3ccc(N4CCCC4=O)cc3)CC2)cc1Cl` gave GRK2 aptamer HTS 3, CIT2 TOR yeast 104, LAP4-GFP MLPCN 93, VLA-4 inh 4, RPL19A-GFP yeast 101, MEP2 TOR yeast 102, AGP1 TOR yeast 103 and Yeast superoxide 98.
